# Screening data (PubChem BioAssay)
# NPR1 activator – GC-A (human) enzyme activation; activation, % at 10 µM; HEK293 GC-A cells, cGMP TR-FRET, EC30 ANP; 0% at EC30 ANP, 100% saturating ANP; P16066; actives 0.14% (n = 370,000); AID 1671463; in the data active = activation above about 40%
# MBD2 DNA inh – MBD2-methylated oligo binding inhibition; Q9UBB5; TR-FRET, MBD2 binding to methylated oligonucleotide; inhibition, % at 4.4 µM; actives 0.31% (n = 370,000); AID 686964; in the data active = inhibition above about 13%
# HTRA1 inh – inhibitors of human serine peptidase HTRA1. AID 504803. actives 0.5% (n = 340,000). recombinant HTRA1, FP-rhodamine activity-based probe, fluorescence polarization. inhibition, % at 5.96 µM. Q92743; in the data active = inhibition above about 36%;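 note: 0% = enzyme with DMSO and 100% = wells lacking enzyme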
# SIAE primary – inhibitors of human sialic acid acetylesterase SIAE; Q9HAT2; SIAE FP-Rh probe binding, fluorescence polarization; inhibition, % at 9.66 µM; actives 0.69% (n = 370,000); AID 1053197;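 active = inhibition above a cutoff: mean of compounds within the control limits plus 3 SD of those, cut at about 17% in these data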;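 note: 0% = plate median of compound wells and 100% = probe without SIAE protein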
# Target sequence (Q9HAT2 whole entry, looked up): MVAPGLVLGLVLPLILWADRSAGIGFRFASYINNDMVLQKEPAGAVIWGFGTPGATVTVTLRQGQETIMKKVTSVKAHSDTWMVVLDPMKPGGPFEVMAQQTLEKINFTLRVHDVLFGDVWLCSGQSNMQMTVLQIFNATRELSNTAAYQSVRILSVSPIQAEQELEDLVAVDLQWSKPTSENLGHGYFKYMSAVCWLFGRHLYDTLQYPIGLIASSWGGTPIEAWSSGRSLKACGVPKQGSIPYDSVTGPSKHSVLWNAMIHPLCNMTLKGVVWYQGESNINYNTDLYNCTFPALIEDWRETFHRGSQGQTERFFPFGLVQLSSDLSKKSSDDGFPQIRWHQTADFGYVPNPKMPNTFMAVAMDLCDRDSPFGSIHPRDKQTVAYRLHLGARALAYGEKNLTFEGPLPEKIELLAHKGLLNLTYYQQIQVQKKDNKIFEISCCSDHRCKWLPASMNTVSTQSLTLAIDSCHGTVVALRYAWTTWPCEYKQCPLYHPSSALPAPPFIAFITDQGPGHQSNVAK
# rCAG RNA binder – r(CAG) repeat RNA binding. TO-PRO-1 dye displacement fluorescence. inhibition, % at 3 µM. actives 1.3% (n = 370,000). AID 651821;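 active = inhibition above the plate cutoff, the mean of all test compounds on that plate plus 3 SD, cut at about 35% in these data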;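 note: 0% = DMSO alone and 100% = 100 µM mitoxantrone as full dye displacement; higher means more dye released from RNA so lower well fluorescence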
# UHRF1 binding – UHRF1 methyl-DNA binding inhibition | Q96T88 | UHRF1 binding to methylated oligo, TR-FRET | inhibition, % at 4.4 µM | actives 0.75% (n = 370,000); in the data active = inhibition above about 21%;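 note: UHRF1 SRA domain binding a hemimethylated CpG hairpin DNA probe; 0% = median of test compound wells and 100% = reference inhibitor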
# mABHD4 FP – ABHD4 (mouse) inhibition, primary FP screen; Q8VD66; purified mABHD4, FP-Rh probe fluorescence polarization; inhibition, % at 8.92 µM; actives 0.54% (n = 370,000);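 active = inhibition exceeding the mean over every tested compound plus 3 SD, cut at about 30% in these data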;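 note: 0% = plate median of compound wells and 100% = S159A mutant with DMSO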
# Target sequence (Q8VD66 whole entry, looked up): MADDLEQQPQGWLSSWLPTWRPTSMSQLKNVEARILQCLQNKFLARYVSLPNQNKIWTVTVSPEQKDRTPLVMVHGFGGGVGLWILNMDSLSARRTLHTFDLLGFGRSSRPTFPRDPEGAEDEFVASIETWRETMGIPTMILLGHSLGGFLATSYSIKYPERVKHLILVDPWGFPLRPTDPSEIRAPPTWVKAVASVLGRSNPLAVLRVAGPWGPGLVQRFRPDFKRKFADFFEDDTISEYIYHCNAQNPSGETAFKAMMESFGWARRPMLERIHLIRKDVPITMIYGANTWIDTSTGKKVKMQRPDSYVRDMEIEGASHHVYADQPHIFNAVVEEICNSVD
#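 system = mouse ABHD4 enzyme, wild type | medium = HEPES pH 7.0, NaCl, Pluronic buffer | also added = FP-Rh probe | incubation = Enzyme–compound pre-incubation 45 min, then probe 60 min, both 25 °C | technique = fluorescence polarization, excitation 525 nm, emission 598 nm, BODIPY TMR filters | controls = S159A mutant high control, sample median low control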
# TCR-CD3 inh – blocks the human TCR-CD3 interaction | TAMRA-labeled TCR probe fluorescence, biochemical | inhibition, % at 9.4 µM | actives 0.37% (n = 360,000); in the data active = inhibition above about 19%;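 note: recombinant mutant TCR 2C K166C tagged with TAMRA read by polarization; 0% = receptor in buffer alone and 100% = receptor with positive control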
# PRMT1 inh – PRMT1 (human) inhibition, primary screen. actives 1.3% (n = 370,000). recombinant PRMT1, activity-based probe fluorescence polarization. inhibition, % at 2.79 µM. Q99873;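 active = inhibition above about 21% made by adding two undisclosed values, limit read from the data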
# GC-B act – GC-B (human) receptor activation | HEK293-GC-B cells, CNP EC30, cGMP TR-FRET; 0% at EC30 CNP, 100% saturating CNP | activation, % at 10 µM | actives 0.11% (n = 370,000) | AID 1920062 | P20594;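 active = activation at 10 µM reaching about 35% in either raw or pattern-adjusted values, limit read from the data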
# * hit, by the source's call; x = no result given; & = joins results of further samples. Some of the compounds tested (hit frequency here may not be typical).
cpd	compound	NPR1 activator	MBD2 DNA inh	HTRA1 inh	SIAE primary	rCAG RNA binder
1	C[n+]1c(-c2ccccc2)cc(-c2ccc(O)cc2)cc1-c1ccccc1	0	-8	8	4	7
2	Cc1cc(Cc2c(O)[nH]c(=S)[nH]c2=O)ccc1OC(C)C	2	1	4	-1	2
3	CCOC(=O)c1c(C)n(C(C)C)c2ccc(OC)cc12	-6	0	-1	-1	-4
4	CCOP(=S)(OCC)N1CCOCCOCCN(P(=S)(OCC)OCC)CCOCCOCC1	0	-5	-4	-4	-10
5	O=C(c1cc2ccccn2n1)N1CCC2(CC1)OCCO2	-2	7	-7	0	-1
6	Cc1nn(Cc2ccccc2)c(Cl)c1C(=O)NC1CCCc2ccccc21 (stereo not drawn)	-1	0	-14	2	-9
7	Cc1cc(OC(=O)N(C)C)n(-c2ccccc2)n1	1	-1	3	8	-1
8	COc1cc(CN2CCCC(C(=O)c3sccc3C)C2)cc(Cl)c1O (stereo not drawn)	-8	4	4	1	-4
9	CC(=O)N1CCC(N2CCCC(C(=O)c3cccc(Cl)c3)C2)CC1 (stereo not drawn)	1	2	-4	0	0
10	CC(C(N)=O)N1CC(c2ccccc2)CC1=O (stereo not drawn)	7	1	6	0	2
11	O=C(NC1CONC1=O)OCC(Cl)(Cl)Cl (stereo not drawn)	-2	6	1	4	-5
12	CCc1ccc(N2C(=O)NC(=O)/C(=C/c3cccn3CCOc3ccc(C)cc3)C2=O)cc1	-15	2	2	-5	10
13	CC(=O)NCC1=C(c2cccc3ccccc23)C[C@@H]2CC[C@H]1N2Cc1ccco1	-2	4	6	-3	-1
14	CCOc1ccc(-n2c(O)c(/C=C3\C=Nc4ccccc43)c(=O)[nH]c2=O)cc1	10	-5	4	-109	19
15	COC(=O)C1=C(c2ccc(F)cc2OCc2ccccc2)C[C@@H]2CC[C@H]1N2C(=O)NCc1cccc(F)c1	-6	6	-44	-6	-1

cpd	UHRF1 binding	mABHD4 FP	TCR-CD3 inh	PRMT1 inh	GC-B act
1	-1	-1	-3	-1	3
2	-3	3	0	-2	4
3	-1	-3	0	-2	-6
4	-3	-7	1	-5	2
5	-2	-2	-8	0	2
6	-2	-6	13	2	2
7	-1	-3	1	-1	-4
8	4	5	-4	5	1
9	1	-3	-3	2	-4
10	1	10	2	-2	-3
11	5	1	-3	0	-1
12	0	1	-3	3	6
13	0	-3	3	-1	-2
14	0	1	-15	12	0
15	10	-18	-5	2	-10

# Complete entries as entered above.
# COc1cc(CN2CCCC(C(=O)c3sccc3C)C2)cc(Cl)c1O (stereo not drawn) is listed as NPR1 activator = -8; MBD2 DNA inh = 4; HTRA1 inh = 4; SIAE primary = 1; rCAG RNA binder = -4; UHRF1 binding = 4; mABHD4 FP = 5; TCR-CD3 inh = -4; PRMT1 inh = 5; GC-B act = 1
# O=C(NC1CONC1=O)OCC(Cl)(Cl)Cl (stereo not drawn) is listed as NPR1 activator = -2; MBD2 DNA inh = 6; HTRA1 inh = 1; SIAE primary = 4; rCAG RNA binder = -5; UHRF1 binding = 5; mABHD4 FP = 1; TCR-CD3 inh = -3; PRMT1 inh = 0; GC-B act = -1

# Compounds above with a Cl atom:
cpd	compound	NPR1 activator	MBD2 DNA inh	HTRA1 inh	SIAE primary	rCAG RNA binder
6	Cc1nn(Cc2ccccc2)c(Cl)c1C(=O)NC1CCCc2ccccc21 (stereo not drawn)	-1	0	-14	2	-9
8	COc1cc(CN2CCCC(C(=O)c3sccc3C)C2)cc(Cl)c1O (stereo not drawn)	-8	4	4	1	-4
9	CC(=O)N1CCC(N2CCCC(C(=O)c3cccc(Cl)c3)C2)CC1 (stereo not drawn)	1	2	-4	0	0
11	O=C(NC1CONC1=O)OCC(Cl)(Cl)Cl (stereo not drawn)	-2	6	1	4	-5

cpd	UHRF1 binding	mABHD4 FP	TCR-CD3 inh	PRMT1 inh	GC-B act
6	-2	-6	13	2	2
8	4	5	-4	5	1
9	1	-3	-3	2	-4
11	5	1	-3	0	-1

# The listing continues.
cpd	compound	NPR1 activator	MBD2 DNA inh	HTRA1 inh	SIAE primary	rCAG RNA binder
16	CCCNc1nc(OC)nc(N2CC3CC(C2)c2cccc(=O)n2C3)n1 (stereo not drawn)	2	2	5	-3	-1
17	O=C(c1ccccc1)C1NC1c1ccccc1 (stereo not drawn)	3	1	0	-5	2
18	CCOP(=O)(OCC)OCC	0	0	4	7	0
19	CCNCC1(c2ccc(OC)c(OC)c2)CCCC1	-2	3	2	0	-6
20	Cc1cc(C(=O)Nc2ccc3c(c2)OCCO3)nn1C(C)(C)C	2	0	3	1	-4
21	CC1=[N+]([O-])C2(N)CCc3nonc3C2(O)C1 (stereo not drawn)	2	6	6	1	-1
22	N#CC1c2ccccc2-n2nncc2CN1C(=O)c1ccccc1F (stereo not drawn)	-2	-5	x	-5	1
23	O=C(O)c1cn(Cc2ccccc2)nc1-c1ccccc1	1	4	1	6	2
24	C=C[C@H]1CN2CC[C@H]1C[C@H]2[C@H](O)c1ccnc2ccccc12	1	6	-2	2	1
25	O=C(Nc1ccc2ccccc2c1)N1C[C@H]2C[C@@H](C1)c1cccc(=O)n1C2	-2	3	2	-4	-1
26	N#CC1(c2ccccc2)CCN(C2CC(=O)N(c3ccc4c(c3)OCO4)C2=O)CC1 (stereo not drawn)	-3	1	0	2	4
27	COc1cc(C(CN)CC(=O)O)ccc1O (stereo not drawn)	0	-7	7	0	1
28	CC(Cc1ccccc1)NCCC(=O)NC(C)Cc1ccccc1 (stereo not drawn)	-3	-2	5	-2	4
29	COc1ccc(C(=O)Nc2cccc(S(=O)(=O)NCc3ccco3)c2)cc1	-4	-1	-19	-8	8
30	COC(=O)C1=C(c2ccc(S(C)(=O)=O)cc2)C[C@@H]2CC[C@H]1N2C(=O)NCCCOC(C)C	1	-3	7	13	-1

cpd	UHRF1 binding	mABHD4 FP	TCR-CD3 inh	PRMT1 inh	GC-B act
16	2	-2	-2	-5	1
17	-2	1	7	-3	-2
18	-3	-4	-5	2	-9
19	4	2	-3	0	-2
20	2	0	-1	0	2
21	4	-15	0	6	3
22	1	7	4	-1	2
23	-3	1	5	-1	8
24	1	-5	-14	-1	-3
25	3	2	-2	3	5
26	-2	0	10	5	0
27	-1	2	3	-3	-2
28	0	-6	-6	0	3
29	1	-11	4	-2	2
30	-1	5	-7	-4	4

cpd	compound	NPR1 activator	MBD2 DNA inh	HTRA1 inh	SIAE primary	rCAG RNA binder
31	Cc1nn(Cc2ccccc2)c(Cl)c1C(=O)OC(C)C(=O)Nc1ccc(F)cc1Cl (stereo not drawn)	3	-2	0	0	-1
32	CCOc1cc(CNCCc2c[nH]c3ccccc23)cc(Cl)c1OC	-26	1	-2	0	-4
33	COC(=O)C1=C(c2ccc(F)cc2F)C[C@@H]2CC[C@H]1N2C(=O)NCc1ccc(F)cc1	-2	4	-3	5	-2
34	CCOc1c(Cl)cc(CNCCc2c[nH]c3ccccc23)cc1OC	-13	-3	6	5	-1
35	CCCCn1c(=O)c(C(=O)NCCc2ccccc2)c(O)c2ccccc21	-1	9	-12	-9	-1
36	O=c1c2ccccc2nc(-c2ccccc2)n1-c1nccs1	-1	2	-1	-10	0
37	COC(=O)C1=C(c2ccc3ccccc3c2)C[C@@H]2CC[C@H]1N2C(=O)N1CCCCC1	-4	1	-9	6	6
38	c1cncc(C2CCCCN2Cc2ccc3c(c2)OCO3)c1 (stereo not drawn)	-3	1	3	4	-4
39	Fc1cccc(C2NCc3ccccc3-n3cccc32)c1 (stereo not drawn)	5	-3	-3	-3	-1
40	c1ccc2c(CN3CCCCCCC3)c[nH]c2c1	-4	-6	-7	-1	3
41	O=C(CN1CCCCC1)NCC(=O)Nc1ccc(Br)cc1C(=O)c1ccccc1	-5	5	-2	1	-10
42	Cc1cccc(C)c1-n1nnnc1C(c1ccccc1)N1CCC2(CC1)C(=O)NCN2c1ccccc1 (stereo not drawn)	-16	-6	x	13	12
43	C[C@]12CC[C@H](O)CC1=CC(=O)C1C2CC[C@]2(C)C(=O)[C@H](O)CC12 (stereo partly drawn)	0	4	5	3	0
44	OC(c1ccc(F)cc1)C(c1ccccc1)N1CCOCC1 (stereo not drawn)	-2	3	3	1	-5
45	C[C@]12CC[C@H](OS(=O)(=O)O)CC1=CC[C@@H]1[C@@H]2CC[C@]2(C)C(=O)CC[C@@H]12	3&6&3	7&-3&-2	6&0&0	2&-8&-2	14&20&19
46	CCC(C)N=Cc1c(O)n(-c2ccccc2)c(=O)[nH]c1=O (stereo not drawn)	0	-3	4	3	4
47	O=c1[nH]c(=O)n(Cc2ccccc2)c(O)c1/C=C1\C=Nc2ccccc21	9	-3	-2	-48	17
48	Cc1nc2ccccc2c(=O)n1-c1ccc(F)cc1F	4	2	-10	10	2

cpd	UHRF1 binding	mABHD4 FP	TCR-CD3 inh	PRMT1 inh	GC-B act
31	1	2	2	0	-2
32	7	7	-5	3	-13
33	3	4	4	0	-5
34	0	4	12	-4	-12
35	1	3	1	2	-1
36	2	-3	0	0	-4
37	-1	-2	9	-2	0
38	3	0	0	4	-3
39	1	-2	1	2	-9
40	0	17	8	1	0
41	2	11	2	0	-4
42	-2	-3	-4	0	-7
43	1	-10	0	6	2
44	0	-6	-7	0	2
45	2&-4&-1	2&1&-6	0&1&-5	4&-4&0	4&-2&5
46	-2	1	4	5	6
47	-2	-6	2	13	-3
48	-1	-3	3	-5	3
